CHT block: human CHT choline transport inhibition. Q9GZV3. CHT-expressing cells, membrane potential dye, choline response; active compounds read low. B-score at 10 µM. 310,000 tested, 0.86% active;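 active = B-score over 3 SD under the library average, and starting fluorescence ratio not unusually high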;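 note: choline stimulus applied at its EC90 after an EC20 pre-addition; B-score computed on integrated fluorescence ratio after choline addition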
Target sequence (Q9GZV3 whole entry, looked up): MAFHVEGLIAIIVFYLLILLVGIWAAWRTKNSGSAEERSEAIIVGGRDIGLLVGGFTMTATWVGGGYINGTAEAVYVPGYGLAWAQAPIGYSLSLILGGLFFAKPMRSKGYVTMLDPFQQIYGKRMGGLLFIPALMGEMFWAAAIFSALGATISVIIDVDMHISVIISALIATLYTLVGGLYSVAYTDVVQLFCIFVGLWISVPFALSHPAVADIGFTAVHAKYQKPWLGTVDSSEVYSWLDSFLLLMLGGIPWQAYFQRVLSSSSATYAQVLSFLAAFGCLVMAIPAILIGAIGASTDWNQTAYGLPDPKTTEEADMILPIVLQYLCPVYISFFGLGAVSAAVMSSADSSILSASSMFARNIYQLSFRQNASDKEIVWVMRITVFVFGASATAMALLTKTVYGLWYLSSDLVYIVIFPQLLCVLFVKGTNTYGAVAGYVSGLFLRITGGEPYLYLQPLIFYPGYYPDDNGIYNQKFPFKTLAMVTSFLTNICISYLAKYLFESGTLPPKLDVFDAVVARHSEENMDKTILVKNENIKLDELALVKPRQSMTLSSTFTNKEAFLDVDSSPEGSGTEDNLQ
Kir21 inh: Kir2.1 (mouse) channel inhibition; HEK293-Kir2.1, FluxOR thallium flux fluorescence; active compounds read low; 310,000 tested, 0.85% active; AID 1672; B-score at 10 µM; P35561;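 active = fluorescence ratio B-score at or below minus 3 SD of library scores, with starting-brightness B-score within 2 SD, cut at about -4.2 in these data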;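 note: channel flux triggered by added potassium and thallium sulfate stimulus; B-score of peak minus minimum fluorescence over baseline after thallium stimulus; more negative B-score means stronger Kir2.1 block with less thallium influx; some compounds called inactive have numbers as strong as hits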
Target sequence (P35561 whole entry, looked up): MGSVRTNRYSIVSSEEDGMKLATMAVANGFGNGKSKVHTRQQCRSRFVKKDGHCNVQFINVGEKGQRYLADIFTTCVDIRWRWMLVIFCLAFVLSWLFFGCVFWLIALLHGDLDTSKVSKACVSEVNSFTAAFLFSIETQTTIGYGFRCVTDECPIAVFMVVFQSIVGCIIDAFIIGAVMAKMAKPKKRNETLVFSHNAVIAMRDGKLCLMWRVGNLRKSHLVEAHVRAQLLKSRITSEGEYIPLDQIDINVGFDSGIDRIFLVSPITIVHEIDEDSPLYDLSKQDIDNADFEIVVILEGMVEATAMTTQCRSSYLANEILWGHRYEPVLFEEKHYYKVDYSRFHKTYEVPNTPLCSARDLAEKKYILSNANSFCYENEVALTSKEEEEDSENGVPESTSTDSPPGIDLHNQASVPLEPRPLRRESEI
An asterisk follows results filed as active; i = inactive; x = no result given.

The line under a structure holds: CHT block	Kir21 inh
> O=C(NNC(=O)C1CC(c2cccs2)=NO1)Nc1ccc(Cl)cc1 (stereo not given)
    i	-0.11
> CCCCn1c(/C=N/Nc2nc3ccccc3[nH]2)nc2ccccc21
    i	0.05
> COc1ccc(OC)c(NC2=NC3(CCCC3)N=C(N)N2)c1
    i	0.55
> O=C(c1cccc(F)c1)N1CCC(O)(c2cccnc2)CC1
    i	1.36
> CCOC(=O)c1c(-c2ccccc2)csc1NC(=O)/C(C#N)=C/c1ccc(OC)c(OC)c1
    i	2.01
> c1ccc(CN2CCN(CCOCCOc3ccc4c(c3)CCC4)CC2)cc1
    i	1.05
> CC(=O)N1c2ccc(S(=O)(=O)N3CCCCC3)cc2CC1C (stereo not given)
    i	1.02
> CC(=O)Oc1ccc(-c2ccc(C(=O)O)cc2)cc1
    i	0
> CCCCCCCC(=O)N/N=C(\C)c1ccc(O)cc1O
    i	0.72
> c1ccc(Cn2c(-c3cncs3)nc3ccccc32)cc1
    i	-0.13

Full records, quoted from the list. Values in the order: CHT block	Kir21 inh
`O=C(NNC(=O)C1CC(c2cccs2)=NO1)Nc1ccc(Cl)cc1` (stereo not given) across the screens: i	-0.11
`c1ccc(CN2CCN(CCOCCOc3ccc4c(c3)CCC4)CC2)cc1` across the screens: i	1.05
`COc1ccc(OC)c(NC2=NC3(CCCC3)N=C(N)N2)c1` across the screens: i	0.55
`CC(=O)Oc1ccc(-c2ccc(C(=O)O)cc2)cc1` across the screens: i	0

More entries:
The line under a structure holds: CHT block	Kir21 inh
> O=C(NCC1CCCN(Cc2cccc(C(F)(F)F)c2)C1)c1ccc(F)cc1 (stereo not given)
    i	1.32
> Cc1ccc(OCCCC(=O)Nc2ccc(S(=O)(=O)Nc3cc(C)on3)cc2)cc1
    i	1.07
> O=C(O)C1C2CCC(C2)C1C(=O)Nc1nc2ccccc2s1 (stereo not given)
    i	0.62
> COc1ccc(/C=C2\SC(=NCc3ccccc3)N(Cc3ccccc3)C2=O)cc1OC
    i	-0.21
> COc1cccc(CN2CC(O)=C(c3nc(-c4ccc(Cl)cc4)cs3)C2=N)c1
    i	-0.74
> O=C(CN1CCN(S(=O)(=O)c2ccc(Br)cc2)CC1)Nc1ccc2c(c1)OCCO2
    i	x
> C/C(=N\NS(=O)(=O)c1ccc([N+](=O)[O-])cc1)c1c[nH]c2ccccc12
    i	0.01
> CCC1=NC(c2ccc(OC)cc2)N(O)C1(C)C (stereo not given)
    i	-1.16
> CCOc1cc2[nH]c(=S)n(C(C)C)c(=O)c2cc1OCC
    -8.75*	0.47
> Cc1ccc(C(=O)NC(C)c2ccccc2)o1 (stereo not given)
    i	0.58
> c1csc(-c2nnsc2-c2nc3ccccc3[nH]2)c1
    i	-1.02
> CCOC(=O)COc1ccc2c3c(c(=O)oc2c1C)CCC3
    i	0.15
> CCCOc1ccc(CC(=O)NNC(=S)Nc2ccccc2)cc1Br
    i	1.47
> CC1CC(C)CN(S(=O)(=O)c2ccc(C(=O)NCCCn3ccnc3)cc2)C1 (stereo not given)
    i	-0.72
> CC1CCN(c2nc(-c3ccccc3)c(C#N)c(=O)[nH]2)CC1
    i	-0.03
> Cc1cc(=O)oc2cc(Oc3ncccn3)ccc12
    i	-1.34
> C=CCN(CC=C)C(=O)Cn1cnc([N+](=O)[O-])n1
    i	0.02
> Cc1cc(C)c2c(-n3cccc3)n[nH]c2n1
    i	-0.07
> COc1ccc(C(=O)Nc2nnc(CCS(=O)(=O)c3ccc(C)cc3)s2)cc1
    i	-0.81
> O=C(c1ccc2c(Cl)c3c(nc2c1)CCCC3)N1CCN(c2ccc(F)cc2)CC1
    i	0.4

Structural class, the compounds so far with a cyano group
The line under a structure holds: CHT block	Kir21 inh
> CCOC(=O)c1c(-c2ccccc2)csc1NC(=O)/C(C#N)=C/c1ccc(OC)c(OC)c1
    i	2.01
> CC1CCN(c2nc(-c3ccccc3)c(C#N)c(=O)[nH]2)CC1
    i	-0.03

Next section.
The line under a structure holds: CHT block	Kir21 inh
> COc1ccc(C(=O)Nc2cccc(/C(C)=N\NC(=O)c3ccoc3C)c2)cc1OC
    x	1.08
> Cc1c(N(C)S(=O)(=O)c2cccc(C(=O)NC(C)C)c2)c(=O)n(-c2ccccc2)n1C
    i	1.54
> C=CCN1c2ccccc2[C@]23C[C@@H](C(=O)OC)N(C(=O)OCC)C2=NC(C(=O)OC)=C(C(=O)OC)[C@H]13
    i	1.19
> Cc1ccc(S(=O)(=O)/N=C(\CN2CCOCC2)N2CCOCC2)cc1
    i	-1.08
> Cc1c(CN2CCN(CC(C)C)C(CCO)C2)[nH]c2ccc(Cl)cc12 (stereo not given)
    i	0.48
> O=C(NC1CC1)C1=C[C@H](c2coc3ccccc3c2=O)C[C@H](OCCCCO)O1
    i	1.18
> CCN(CC)C(=O)c1sc(NC(=O)C(Sc2ccccc2)c2ccccc2)c(C(=O)OC(C)C)c1C (stereo not given)
    i	0.58
> COc1ccc(-c2noc(CCC(=O)NCC3CCN(Cc4cccc(C)c4)CC3)n2)cc1
    i	-3.06
> CC(C)(CNc1ccc([N+](=O)[O-])cc1Cl)CNS(C)(=O)=O
    i	0.27
> CC(Oc1ccc(Br)cc1)C(=O)NCC(C)(C)N1CCOCC1 (stereo not given)
    i	-1.5
> C/C(=N\NC(=O)CC1N=C(Cc2ccccc2)NNC1=O)c1ccc(Br)cc1 (stereo not given)
    i	0.52
> O=C(NCC1(c2ccccc2)CCCC1)C(=O)N1CCOCC1
    i	1.45
> CCC(C)Cn1c(C(C)C)nc2ccccc21 (stereo not given)
    i	-1.64
> C/C(=N\N=C\c1cccc(F)c1)c1nnn(-c2nonc2N)c1C
    i	1.03
> CCCCOC(=O)n1c(SCC(=O)N(C)C)nc2ccccc21
    i	1.5
> O=C(CCNC(=O)c1ccccc1Cl)NCCc1ccc(C(F)(F)F)cc1
    i	-0.92
> C=CCn1c(O)c(N=NC(=O)OC(C)(C)C)c2ccccc21
    i	-0.53
> COC(=O)/C(=C/N(C)C)C(=O)N1CCN(c2ccc(Cl)c(Cl)c2)CC1
    i	0.14
> c1ccc(Nc2c3c(nc4ncnn24)CCC3)cc1
    i	-0.32
> COc1ccc(Cl)cc1C(=O)Nc1ccc2c(c1)OCO2
    i	-0.15
> CN1CCN(C(=O)C2CCCN(c3ncnc4c3nc3n4CCCCC3)C2)CC1 (stereo not given)
    i	1.5
> CCCCCCOC(=O)C1=C(C)NC(=O)NC1c1ccc(O)cc1 (stereo not given)
    i	0.61
> COc1ccc(Nc2ncc(C(=O)N3CCC(C(N)=O)CC3)c3ccccc23)cc1
    i	0.67
> COC(=O)c1ccc(/C=N\N2CCN(c3ccccc3)CC2)cc1
    i	-0.15
> CCC1CCCCN1c1nc(-c2cccc(OC)c2O)nc2ccccc12 (stereo not given)
    i	0.5
> Cc1ccc2c(Cl)cc(Cl)c(OCC(=O)NC(=O)NCc3ccco3)c2n1
    i	-0.05
> CCN1CCc2nc3sc(C(=O)N4CCc5ccccc5C4)c(N)c3cc2C1
    i	-1.12
> CCCCNc1nc2ccccc2n1CC(=O)Nc1c(C)cccc1CC
    i	0.35
> CCCCNC(=S)NNC(=O)c1c(Cl)c(C)nn1C
    i	1.52
> COCCNC(=O)C(c1ccc(C)o1)N(C(=O)c1snc(C(N)=O)c1N)c1cc(C)cc(C)c1 (stereo not given)
    i	-0.73
> Cc1cc(C)n(-c2ccc(C(=O)OCC(=O)NCc3ccc(Cl)cc3)cc2)n1
    i	1.08
> O=C(NC1CCCCC1)N(Cc1ccccc1)Cc1ccco1
    -5.6*	0.28
> CC(=O)NCCC1CCCCN1C(=O)c1cc(COc2cc(C)ccc2C)on1 (stereo not given)
    i	1.15
> N/C(=N/OC(=O)c1ccc(Cl)cc1)c1ncc([N+](=O)[O-])s1
    i	1.01
> CC(C)NC(=S)N1CCN(S(=O)(=O)c2cccc(C(F)(F)F)c2)CC1
    i	-0.02
> O=C1CCc2cc(S(=O)(=O)NC(Cc3ccccc3)C(=O)N3CCN(c4ccccn4)CC3)ccc2N1 (stereo not given)
    i	2.01
> CN(C)S(=O)(=O)c1ccc(S(=O)(=O)N2CCCC2)cc1
    i	-2.07
> Cc1ccccc1C1C(C#N)=C2N=C(N)c3ccccc3N2C2=C1C(=O)CCC2 (stereo not given)
    i	0.29
> O=C(CCC(=O)Nc1ccc(Cl)cc1)N/N=C/c1ccc2c(c1)OCO2
    i	-0.21
> CCCCc1cn(C[C@H]2CC[C@@H]([C@@H]3CC[C@H](Cn4cc(CCCC)nn4)O3)O2)nn1
    i	0.37
> CC12CCC(C(=O)N(CSC(=S)N/N=C\c3ccccc3Cl)C1=O)C2(C)C (stereo not given)
    i	-0.14
> COc1ccccc1Nc1nc(-c2sc(N)nc2C)cs1
    i	1.6
> COc1ccc(CC(=O)Oc2ccccc2Cl)cc1S(=O)(=O)N1CCOCC1
    i	-0.76
> O=C(Nc1ccc(N2CCN(Cc3ccccc3F)CC2)cc1)c1ccccc1[N+](=O)[O-]
    i	1.45
> O=C(Nc1nccs1)c1cc(-c2ccncc2)nc2ccccc12
    i	0.69
> Cc1cc(C)c2cc(C#N)c(SCC(=O)NCC3CCCO3)nc2c1 (stereo not given)
    i	1.03
> COc1cccc(-n2c(Cc3cc(=O)[nH]c(=O)[nH]3)nnc2SCC(=O)N2CCCCC2)c1
    i	0
> COc1cc(C2C3=C(CCCC3=O)Nc3c2c(C)nn3-c2cccc(C)c2)cc(OC)c1O (stereo not given)
    i	-0.75
> CCOc1cc(/C=N/NC(=O)C(=O)N2CCCC2)ccc1O
    i	2.16
> O=C1c2ccccc2C2=Nc3ccccc3SC(c3cccc(F)c3)C12 (stereo not given)
    i	-1.05

New compounds follow.
The line under a structure holds: CHT block	Kir21 inh
> NC(=O)C(c1ccc(Sc2ccccc2)nn1)c1ccc(Cl)cc1Cl (stereo not given)
    i	0.52
> COc1ccc(-n2nc(C(=O)O)c3ccccc3c2=O)cc1
    i	-0.5
> Cc1ccccc1CN1N=C(/C=C/c2ccccc2)CCC1=O
    i	0.01
> COc1ccc(/C=N\NC(=O)CCN2CCN(c3ccccc3)CC2)cc1OC
    i	-0.89
> CC(COc1ccccc1)N1CCC(CO)(Cc2ccccc2)CC1 (stereo not given)
    i	-0.63
> CCN1CCN(C(=O)c2cc3c(OC)c(OC)c(OC)cc3[nH]2)CC1
    i	0.02
> Cc1cccc(C)c1OCc1cc(C(=O)NCC2CCCCC2)no1
    i	-0.27
> Cc1cc(C)n2nc(C(=O)N/N=C/c3ccc(O)cc3)nc2n1
    i	1.35
> O=C(NN1C(=O)c2ccccc2C1=O)c1ccccc1[N+](=O)[O-]
    i	-0.65
> COc1cccc(C=Nc2cc(C)cc(C)c2)c1O
    i	-0.17
> CC(C)OCCCNC(=O)Nc1cccc2ccccc12
    i	-0.03
> O=C(NCCOCCNC(=O)OCc1ccccc1)OCc1ccccc1
    i	-0.34
> O=C1C=C(NCc2ccc(Cl)cc2)CC(c2ccco2)C1 (stereo not given)
    i	-0.72
> O=C(NCc1ccccc1)C(c1ccccc1)N(C(=O)c1csnn1)c1ccccc1 (stereo not given)
    i	0
> CC(=O)Nc1cc(Br)ccc1O
    i	0.95
> COc1ccc(C2CCCN2C(=O)Nc2cccc(C(C)=O)c2)cc1OC (stereo not given)
    i	-0.36
> O=C1C2C3C=CC(C4CC34)C2C(=O)N1c1nccs1 (stereo not given)
    i	-0.33
> O=C1NC(=O)C(Nc2cccc3ccccc23)S1 (stereo not given)
    i	1.04
> OCCN(CCCn1c(C(F)(F)F)nc2ccccc21)c1nc(CN2CCCCC2)cs1
    i	0.52
> Cc1nc2ccc(C(=O)N(C)CC3CCCN(CCc4ccc(Cl)cc4)C3)cc2[nH]1 (stereo not given)
    i	-1.32
> CCc1ccccc1N(C)S(=O)(=O)c1ccc(-c2cc(C)no2)s1
    i	0.97
> CN(C)/C=C1\N=C(c2cccs2)OC1=O
    i	1.4
> O=C(Nc1ccccc1Oc1ccccc1)c1ccc(Br)o1
    i	1.77
> CSc1nnc(C(C)(C)C)c(=O)n1/N=C/c1ccccc1O
    i	0.37
> CSc1ccc(Cl)c(C(=O)Nc2ccc(Cl)cn2)c1
    i	0.86
> Cc1ncc(CO)c(/C=N/NC(=O)c2ccc(O)cc2)c1O
    i	-1.1
> O=C(COC(=O)c1cnccn1)NCc1ccc(Cl)cc1
    i	0.3
> COc1cc(C(=O)NC2CCCc3ccccc32)ccc1OCC(=O)Nc1ccc(F)cc1 (stereo not given)
    i	0.65
> COCCNC(=O)c1ccc(N2CCC3(CC2)OCCO3)c([N+](=O)[O-])c1
    i	0.73
> CC(C)NC(=O)C(=O)Nc1cc2c3c(c1)CCC(=O)N3CCC2
    i	-0.14
> O=C(COC(=O)c1nc(Cl)ccc1Cl)Nc1ncc(Cl)cc1Cl
    i	0.64
> Cc1ccc(-c2nc(S(=O)(=O)c3ccc(C)cc3)c(N(C)C)o2)cc1
    i	0.24
> COc1ccccc1OCc1nnc(SCC(N)=O)n1-c1ccccc1
    i	0.79
> COc1ccc(Cl)cc1-c1nc(-c2ccncc2)no1
    i	2.23
> Cc1nn(Cc2noc(C(=O)NC3CCC(C)CC3)n2)c(C)c1Br (stereo not given)
    i	-0.74
> COc1ccc(NC(=O)Nc2cccc3cccnc23)cc1
    i	-0.36
> CC1CCCCC1NC(=O)c1c(O)nc2ccccn2c1=O (stereo not given)
    -7.09*	-0.34
> Cc1cc(C)c2nc(N3CCC(C(=O)N4CCN(c5ncccn5)CC4)CC3)sc2c1
    i	0.13
> CN(C)Cc1ccc(-c2nc3cccc4c3n2CCNC4=O)cc1
    i	0.48
> CC(C)CNC(=O)COC(=O)c1cncc(Br)c1
    i	0.68
> O=C(c1ccc(Cl)cc1)N1CCn2c1nc1ccccc12
    i	0.26

Outcome played no part in choosing rows, and some 1.6% of all compounds hit somewhere here.
